# Tau ThT inhib – inhibitors of human tau fibril formation, thioflavin T binding; recombinant tau K18 P301L (four-repeat tau fragment), heparin-induced fibrillization, ThT fluorescence; Potency, µM (top dose mostly 57.4 µM), for the others: at the top dose activity, negative = inhibition, usual class: inhibitors; actives 2.1% (n = 270,000); AID 1460; active means well fitted inhibition curve with a large enough effect; inconclusive means small, poorly fitted or top-dose-only effect; further: nearly all actives have a fitted effect of over 55% in size
# Target sequence (P10636 561-689 P618L limits assumed): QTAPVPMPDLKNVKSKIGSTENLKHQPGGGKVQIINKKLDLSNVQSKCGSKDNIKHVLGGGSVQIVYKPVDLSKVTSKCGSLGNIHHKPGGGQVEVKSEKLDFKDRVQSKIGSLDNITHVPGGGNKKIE
#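 K18 P301L tau (15 uM + 0.24 uM Alexa 594-tagged), heparin 20 uM, NaOAc pH 7, 6 h 37 C; ThT 30 uM, 1 h RT, ex 450/em 510 nm.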
# Numbers without * were called inactive; ? = inconclusive. On the % scale 0 is the no-effect control and ±100 the full control effect; potency means the concentration at half of the fitted maximal effect. An excerpt; the hit share may differ from the screen's.
# A first look (17 entries):
no.	mol	Tau ThT inhib
1	Cc1ccc(S(=O)(=O)c2nnn3c2nc(N2CCCC2)c2sccc23)cc1C	2%
2	CC(Nc1ccc(-c2nc(-c3ccccn3)no2)cc1[N+](=O)[O-])c1ccccc1 (stereo not drawn)	3%
3	O=C(CSc1nc2c(c(=O)[nH]1)CN(Cc1ccc3c(c1)OCO3)CC2)Nc1cc(F)ccc1F	-17%
4	Cc1noc(Cn2c(=O)c3ccccc3n(CC(=O)Nc3cccc(Cl)c3C)c2=O)n1	17%
5	CCOc1ccc(NC(=O)c2ccc3c(c2)CCN3S(=O)(=O)CC)cc1	-15%
6	CN(C(=O)NCc1noc2ccccc12)c1cccc(Cl)c1	2%
7	O=C(Cn1cc(SCc2ccccc2)c2ccccc21)N1CCCCC1	?
8	COc1ccc(NC(=O)Cn2nnc(-c3nc(-c4ccncc4)no3)c2N)cc1OC	-14%
9	COc1cccc(-c2nnc3n(CCc4ccccc4)c(=O)c4ccccc4n23)c1O	-10%
10	CC(C(=O)NCc1ccc(Cl)cc1)n1ccc2cc(S(=O)(=O)N3CCCCCC3)ccc21 (stereo not drawn)	5%
11	O=C(Nc1cccc(C(F)(F)F)c1)c1ccc2c(c1)nnn2C1CCCC1	-4%
12	CC1Cc2cc(S(=O)(=O)CCC(=O)Nc3ccc(Cl)cc3F)ccc2N1C(=O)C1CC1 (stereo not drawn)	-5%
13	COc1ccc(Cl)cc1NC(=O)Cn1c(=O)n(Cc2nc(C)no2)c(=O)c2ccccc21	?
14	COC(=O)c1ccc(NC(=O)Nc2nnc(N(C)C3CCCCC3)s2)cc1	-3%
15	CCOc1ccc(NC(=O)Cn2c(=O)c(CNc3ccc(OC)cc3)cc3ccc(OC)cc32)cc1	?
16	Cc1cccc(NC(=O)C2CCC(CNS(=O)(=O)c3ccc4c(c3)CCCC(=O)N4)CC2)c1C (stereo not drawn)	-13%
17	COc1ccccc1N1CCN(C2C(=O)c3ccccc3N2C(C)=O)CC1 (stereo not drawn)	-3%

# The listing, from the start:
no.	mol	Tau ThT inhib
1	Cc1ccc(S(=O)(=O)c2nnn3c2nc(N2CCCC2)c2sccc23)cc1C	2%
2	CC(Nc1ccc(-c2nc(-c3ccccn3)no2)cc1[N+](=O)[O-])c1ccccc1 (stereo not drawn)	3%
3	O=C(CSc1nc2c(c(=O)[nH]1)CN(Cc1ccc3c(c1)OCO3)CC2)Nc1cc(F)ccc1F	-17%
4	Cc1noc(Cn2c(=O)c3ccccc3n(CC(=O)Nc3cccc(Cl)c3C)c2=O)n1	17%
5	CCOc1ccc(NC(=O)c2ccc3c(c2)CCN3S(=O)(=O)CC)cc1	-15%
6	CN(C(=O)NCc1noc2ccccc12)c1cccc(Cl)c1	2%
7	O=C(Cn1cc(SCc2ccccc2)c2ccccc21)N1CCCCC1	?
8	COc1ccc(NC(=O)Cn2nnc(-c3nc(-c4ccncc4)no3)c2N)cc1OC	-14%
9	COc1cccc(-c2nnc3n(CCc4ccccc4)c(=O)c4ccccc4n23)c1O	-10%
10	CC(C(=O)NCc1ccc(Cl)cc1)n1ccc2cc(S(=O)(=O)N3CCCCCC3)ccc21 (stereo not drawn)	5%
11	O=C(Nc1cccc(C(F)(F)F)c1)c1ccc2c(c1)nnn2C1CCCC1	-4%
12	CC1Cc2cc(S(=O)(=O)CCC(=O)Nc3ccc(Cl)cc3F)ccc2N1C(=O)C1CC1 (stereo not drawn)	-5%
13	COc1ccc(Cl)cc1NC(=O)Cn1c(=O)n(Cc2nc(C)no2)c(=O)c2ccccc21	?
14	COC(=O)c1ccc(NC(=O)Nc2nnc(N(C)C3CCCCC3)s2)cc1	-3%
15	CCOc1ccc(NC(=O)Cn2c(=O)c(CNc3ccc(OC)cc3)cc3ccc(OC)cc32)cc1	?
16	Cc1cccc(NC(=O)C2CCC(CNS(=O)(=O)c3ccc4c(c3)CCCC(=O)N4)CC2)c1C (stereo not drawn)	-13%
17	COc1ccccc1N1CCN(C2C(=O)c3ccccc3N2C(C)=O)CC1 (stereo not drawn)	-3%
18	Cc1ccc(-n2nc(C)c3c(C(=O)O)cc(C)nc32)cc1	6%
19	COc1ccc(S(=O)(=O)c2c(O)c3ccc(C(=O)NCc4ccc(F)cc4)cc3[nH]c2=O)cc1	-1%
20	O=S(=O)(c1ccc(-c2cc(C(F)(F)F)on2)s1)N1CCN(c2ccc(F)cc2)CC1	5%
21	Cc1ccc(Cn2c(C(=O)O)c(CNCCc3ccco3)c3ccc(C)cc32)cc1	-5%
22	Cc1cc(C)cc(OCC(=O)Nc2nc3c(s2)CC(C(C)(C)C)CC3)c1 (stereo not drawn)	-3%
23	CCOc1ccc(CCNC(=O)CCCc2nnc3n(CCCOC)c(=O)c4sccc4n23)cc1	-3%
24	Cc1cccc(N2CCN(S(=O)(=O)c3csc(C(N)=O)c3)CC2)c1C	-3%
25	COC(=O)c1cc(S(=O)(=O)NCC2CCN(Cc3ccccc3F)CC2)c[nH]1	3%
26	COc1ccc(CNC(=O)C2CCC(CNS(=O)(=O)c3ccc4c(c3)CCCC(=O)N4)CC2)cc1 (stereo not drawn)	?
27	COCCCNC(=O)c1ccc(-c2nc(CS(=O)(=O)c3ccc(C)cc3)c(C)o2)cc1	3%
28	COc1ccc2c(c1)c1c(c(=O)n(-c3ccc(C)cc3)c(=O)n1CC(=O)NCc1ccc(C)cc1)n2C	9%
29	COc1ccc(CNC(=O)CCS(=O)(=O)c2ccc3c(c2)CC(C)N3C(=O)C2CC2)cc1 (stereo not drawn)	2%
30	COCCCNC(=O)C1CCN(C(=O)c2ccc(-n3ccc4ccccc43)s2)CC1	-1%
31	COCCCNC(=O)CC(c1cc(OC)c(OC)c(OC)c1)N1Cc2ccccc2C1=O (stereo not drawn)	-1%
32	Cc1ccc(-c2c(CN3CCN(c4cccc(C)c4C)CC3)csc2C)cc1	-9%
33	CCC1CN(S(=O)(=O)c2cc(-c3cc(C)no3)ccc2C)c2cc(C)ccc2O1 (stereo not drawn)	4%
34	COc1ccc(NC(=O)C2CCCN(C(=O)c3cnn(-c4ccc(F)cc4)c3-n3cccc3)C2)cc1 (stereo not drawn)	-2%
35	COc1cccc(NC(=O)Cn2nc3c4ccccc4n(Cc4cccc(F)c4)cc-3c2=O)c1	-15%
36	Cc1ccc(-n2nc(C)c(C(=O)NCCCN3CCN(c4ccccc4F)CC3)c2-n2cccc2)cc1	-9%
37	Cc1ccccc1CCNC(=O)c1ccc2c(c1)c(C)c(C)n2Cc1ccccc1	-5%
38	COc1ccc2c(c1)c1c(c(=O)n(-c3ccccc3)c(=O)n1CC(=O)NCc1ccc(C)cc1)n2C	16%
39	COc1cccc(CNC(=O)CSc2ccc(-c3sc(-c4ccccc4)nc3C)nn2)c1	?
40	CC(=O)c1cccc(NC(=O)c2nc(-c3ccccc3)n(-c3cccc(Cl)c3)n2)c1	-6%
41	COCCCNC(=O)c1c(NC(=O)c2cc(=O)c3ccccc3o2)sc2c1CCCC2	?
42	Cc1ccc(CCNC(=O)c2c(C)nn(-c3ccc(F)cc3)c2-n2cccc2)cc1	-8%
43	COc1ccc(NC(=O)c2cnn(-c3ccc(C)cc3)c2-n2cccc2)cc1Cl	-8%
44	Cc1cc(F)ccc1NC(=O)CCS(=O)(=O)c1cc2c3c(c1)CCN3C(=O)CC2	3%
45	COc1ccc(NC(=O)CN2CCCN(Cc3ccccc3)S2(=O)=O)cc1	6%
46	Cc1ccc(Cl)cc1NC(=O)Cn1c(=O)n(Cc2ccccc2)c(=O)c2oc3ccccc3c21	9%
47	COc1cccc(NC(=O)Cn2c(=O)n(Cc3ccc4c(c3)OCO4)c(=O)c3oc4ccccc4c32)c1	?
48	Cc1ccc(Cn2c(=O)n(Cc3ccco3)c(=O)c3oc4ccccc4c32)cc1	2%
49	CNS(=O)(=O)c1cn(CC(=O)Nc2ccc(C)c(N(C)C)c2)cc1S(=O)(=O)NC	6%
50	Cc1cccc(N2CCN(C(=O)c3nn(C)c4c3CSc3ccccc3-4)CC2C)c1 (stereo not drawn)	8%

# Later entries
no.	mol	Tau ThT inhib
51	O=C(Nc1nnc(N2CCCC2)s1)Nc1cc(F)ccc1F	2%
52	Cc1nn(C(C)C(=O)NCc2ccco2)c(=O)c2nn(-c3ccccc3)c(C)c12 (stereo not drawn)	7%
53	COc1cccc(NC(=O)Cn2c(=O)n(-c3ccc(Cl)cc3)c(=O)c3oc4ccccc4c32)c1	?
54	CCOC(=O)c1c(C)[nH]c(C)c1S(=O)(=O)N1CCCC(C(=O)Nc2cc(C)ccc2C)C1 (stereo not drawn)	-11%
55	O=C(NCc1cccc(F)c1)c1ccc(CS(=O)c2ccccc2Cl)o1 (stereo not drawn)	2%
56	CNS(=O)(=O)c1cn(CC(=O)N2CCN(c3ccc(C)cc3C)CC2)cc1S(=O)(=O)NC	9%
57	O=c1[nH]c(SCc2cccc(Cl)c2)nc2c1CCC2	16%
58	COc1ccc(-c2noc(-c3nnn(-c4ccc(C(C)C)cc4)c3C)n2)cc1OC	?
59	COc1ccc(-c2noc(-c3ccc(NCc4ccccc4OC)c([N+](=O)[O-])c3)n2)cc1	?
60	COc1ccc(CNC(=O)CN2C(=O)COc3ccc(S(=O)(=O)Nc4ccccc4)cc32)cc1	-7%
61	O=c1c(NCc2cccs2)nccn1-c1ccc(F)cc1	1%
62	CC1CCN(C(=O)Cn2cc(SCC(=O)Nc3ccccc3C(F)(F)F)c3ccccc32)CC1	-12%
63	Cn1cc(CCC(=O)NCc2ccc(Cl)cc2)c2ccccc21	-10%
64	COc1ccc(NC(=O)CSc2nc3c(c(=O)[nH]2)CCC3)cc1	9%
65	CCc1nc(-c2cc(S(=O)(=O)N3CCN(c4ccc(F)cc4)CC3)ccc2OC)no1	-10%
66	COc1cccc(NC(=O)CN2C(=O)COc3ccc(S(=O)(=O)N4CCCCCC4)cc32)c1	-6%
67	Cc1ccc(CCNC(=O)c2ccc3c(c2)c(C)c(C)n3Cc2ccccc2)cc1	-11%
68	CCOCCc1nnc(NC(=O)C(=O)c2cc(C)n(-c3ccc(C)cc3C)c2C)s1	-2%
69	O=C(c1cnn(-c2ccc(F)cc2)c1-n1cccc1)N1CCN(c2cccc(Cl)c2)CC1	-10%
70	CCOc1ccc(NC(=O)CC2C(=O)N(c3ccccc3)C(=O)N2C2CCCC2)cc1 (stereo not drawn)	14%
71	O=C(CSc1nncn2c1cc1occc12)Nc1ccc(F)c(Cl)c1	-6%
72	O=C(Cn1c2ncccc2c(=O)n1-c1ccccc1)NCc1ccccc1Cl	1%
73	COc1ccccc1CNC(=O)c1ccc(CS(=O)c2ccccc2Cl)o1 (stereo not drawn)	-1%
74	COc1ccc2c(Sc3ccc(C)cc3)c(C(=O)NCCc3ccccc3)[nH]c2c1	9%
75	CCCCNC(=O)C1CCCN(c2nnc(C)c3c(C)n(-c4ccc(Cl)cc4)nc23)C1 (stereo not drawn)	6%

# Of the compounds above, these contain a nitro group on carbon.
no.	mol	Tau ThT inhib
2	CC(Nc1ccc(-c2nc(-c3ccccn3)no2)cc1[N+](=O)[O-])c1ccccc1 (stereo not drawn)	3%
59	COc1ccc(-c2noc(-c3ccc(NCc4ccccc4OC)c([N+](=O)[O-])c3)n2)cc1	?

# Other compounds
no.	mol	Tau ThT inhib
76	CCC(=O)Oc1cc(C(C)(C)C)cc2cc(-c3nc(-c4ccc(OC)cc4OC)no3)c(=O)oc12	?
77	Cc1ccc(C)c(NC(=O)n2ncc3cc(Cl)ccc32)c1	?
78	CCCNC(=O)c1ccc(Cn2c(=O)c3cccn3c3cccnc32)cc1	-4%
79	O=c1c2cc3c(cc2n(Cc2ccccc2)c(=O)n1Cc1nc(-c2ccccc2)no1)OCO3	7%
80	COc1ccc(-c2onc(C)c2C)cc1S(=O)(=O)NCC(C)c1ccccc1 (stereo not drawn)	-7%
81	Cc1ccc(NC(=O)CC(c2ccc(F)cc2)N2Cc3ccccc3C2=O)cc1C (stereo not drawn)	?
82	CCOc1ccc(NC(=O)CSc2cn(CC(=O)N3CCCCCC3)c3ccccc23)cc1	-9%
83	CCc1ccc(NC(=O)CC2C(=O)N(c3cccc(OC)c3)C(=O)N2Cc2ccc(F)cc2)cc1 (stereo not drawn)	13%
84	COc1cccc(NC(=O)CN2C(=O)CSc3ccc(S(=O)(=O)N4CCCC4)cc32)c1	-2%
85	Cc1ccccc1C(=O)Nc1ccccc1-c1nc(-c2ccccc2)no1	?
86	O=C(Cn1cc(SCc2ccc(F)cc2)c2ccccc21)N1CCCCC1	?
87	COc1cc(-c2noc(-c3ccc(N4CCCCC4)c([N+](=O)[O-])c3)n2)cc(OC)c1OC	-6%
88	Cc1cccc(CSc2cn(CC(=O)N3CCCCCC3)c3ccccc23)c1	?
89	COC(=O)c1c(SC)nc2ccccc2c1OCc1cccc(C)c1	?
90	CC(=O)Nc1ccc(Nc2nc3c(S(=O)(=O)c4cccc(Cl)c4)nnn3c3ccsc23)cc1	12%
91	O=C(NCCCN1CCCCC1)c1[nH]c2ccccc2c1Sc1ccc(Cl)cc1	-15%
92	Cc1ccc(NC(=O)CSc2ccc(-c3ccccn3)nn2)cc1F	5%
93	COc1cccc(N2CCN(C3=NS(=O)(=O)C(c4ccc(C)cc4)=C3C)CC2)c1	-6%
94	Cc1ccc(NC(=O)c2cccc(NC(=O)N3CCSc4ncccc43)c2)cc1Cl	11%
95	O=C(Nc1ccc(S(=O)(=O)N2CCC(c3nc4ccccc4s3)CC2)cc1)c1ccc(F)cc1	1%
96	COc1ccc(-c2nc(CSc3nncn4c3cc3oc(C)cc34)c(C)o2)cc1	?
97	CCCCN(CC)C(=O)Cn1nc(C)c2c(C)n(-c3ccccc3)nc2c1=O	6%
98	CCc1ccc(NC(=O)CC2C(=O)N(c3ccccc3)C(=O)N2C(C)C)cc1 (stereo not drawn)	8%
99	COC(=O)c1ccccc1NC(=O)C1CCCN(C(=O)c2cnn(-c3ccc(F)cc3)c2-n2cccc2)C1 (stereo not drawn)	-11%

# Screens as filed in PubChem.
